High-throughput results (PubChem)
M5 PAM – CHRM5 positive allosteric modulation; P08912; CHO-K1 hM5, Fluo-8 calcium, ACh EC20 PAM; 0% = ACh EC20, 100% = ACh EC100; activation, % at 3 µM; actives 0.3% (n = 360,000);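 active = activation above the run cutoff, the mean activation of all test compounds plus 3 SD, cut at about 18% in these data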
Target sequence (P08912 whole entry, looked up): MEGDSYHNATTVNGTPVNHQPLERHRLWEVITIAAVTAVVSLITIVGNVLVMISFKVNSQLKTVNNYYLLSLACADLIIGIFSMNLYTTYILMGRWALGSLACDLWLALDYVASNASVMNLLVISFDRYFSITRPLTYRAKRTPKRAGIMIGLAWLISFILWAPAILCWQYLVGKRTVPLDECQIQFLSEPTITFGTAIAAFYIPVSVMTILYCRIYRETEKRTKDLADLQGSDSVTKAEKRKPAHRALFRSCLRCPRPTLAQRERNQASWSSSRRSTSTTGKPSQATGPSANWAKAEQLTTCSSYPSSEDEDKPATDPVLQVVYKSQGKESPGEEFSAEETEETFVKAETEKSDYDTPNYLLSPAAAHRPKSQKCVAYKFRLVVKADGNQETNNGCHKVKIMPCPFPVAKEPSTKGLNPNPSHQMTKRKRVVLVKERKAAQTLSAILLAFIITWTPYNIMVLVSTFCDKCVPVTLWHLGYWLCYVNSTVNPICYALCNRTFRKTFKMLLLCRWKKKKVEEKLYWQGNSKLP
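Probe or stimulus: acetylcholine, EC20 level; Assay system: human M5 receptor in CHO-K1 cells; Schedule: compound preincubation 140 s before EC20 acetylcholine addition; Technique: intracellular calcium via Fluo-8 fluorescence; Dosing: single-point, 3 µM nominal; Read-out basis: percent activation from peak-over-basal fluorescence ratio, scaled EC20-to-EC100 acetylcholine; Repeats: one well per compound, no replicates.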
M4 PAM – CHRM4 positive allosteric modulation; activation, % at 3 µM; AID 624126; actives 0.4% (n = 360,000); P08173; CHO-K1 hM4/Gqi5, Fluo-8 calcium fluorescence, ACh EC20; 0% = ACh EC20, 100% = maximal ACh;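 active = activation above its plate's cutoff, the mean activation of sample wells plus 3 SD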; note: some results filed as inactive read as strong as hits
Target sequence (P08173 whole entry, looked up): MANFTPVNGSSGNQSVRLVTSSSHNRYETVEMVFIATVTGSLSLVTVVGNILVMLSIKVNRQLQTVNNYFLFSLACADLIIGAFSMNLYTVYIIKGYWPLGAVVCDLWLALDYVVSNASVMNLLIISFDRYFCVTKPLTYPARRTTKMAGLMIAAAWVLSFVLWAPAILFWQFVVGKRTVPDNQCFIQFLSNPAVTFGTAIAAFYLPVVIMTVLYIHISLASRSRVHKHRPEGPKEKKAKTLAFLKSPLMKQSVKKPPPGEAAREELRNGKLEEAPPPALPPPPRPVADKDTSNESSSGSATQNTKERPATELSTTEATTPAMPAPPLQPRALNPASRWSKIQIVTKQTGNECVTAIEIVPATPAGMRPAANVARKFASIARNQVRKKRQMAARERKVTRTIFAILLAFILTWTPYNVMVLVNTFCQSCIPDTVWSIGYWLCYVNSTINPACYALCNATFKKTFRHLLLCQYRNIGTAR
CHRM5 antagonist – antagonists of human muscarinic M5 receptor (CHRM5); AID 624040; inhibition, % at 3 µM; actives 0.59% (n = 360,000); P08912; CHO-hM5 cells, Fluo-8 calcium fluorescence, ACh EC80;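 active = inhibition above a per-plate cutoff, the mean of that plate's test compounds plus 3 SD, cut at about 27% in these data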;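 note: 0% = acetylcholine EC80 with DMSO and 100% = DMSO without agonist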
CHRM1 PAM – human CHRM1 positive allosteric modulation | P11229 | CHO-K1 hM1, Fluo-8 calcium fluorescence, ACh EC20; 0% = ACh EC20, 100% = maximal ACh | activation, % at 3 µM | actives 0.088% (n = 360,000) | AID 588819; in the data active = activation above about 19%, passing the limit was not always enough
CRFR2-BP ag – CRF-BP/CRF-R2 complex agonism; HEK293 CRF-R2/CRF-BP, calcium dye fluorescence (FLIPR); percent of saturating CRF peptide response; activation, % at 13.2 µM; actives 0.46% (n = 350,000); AID 588473;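 active = activation of at least 50%, plus an integration ratio under a set limit after plate pattern correction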;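 note: plate controls were neutral control wells without compound for no effect and CRF at EC100 for full effect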
CHRM5 agonist – CHRM5 agonism in calcium assay | CHO-K1 hM5 cells, Fluo-8 calcium fluorescence; 0% DMSO wells, 100% maximal acetylcholine response | activation, % at 3 µM | actives 0.19% (n = 360,000);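 active = activation above the run's mean over test compounds plus 3 SD, cut at about 23% in these data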;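 note: signal is peak over basal fluorescence ratio across the kinetic read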
M4 antag – blocks acetylcholine activation of human M4 receptor. P08173. CHO-hM4 cells, ACh EC80, Fluo-8 calcium fluorescence. inhibition, % at 3 µM. actives 0.73% (n = 360,000);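 active = inhibition above its plate's cutoff, the mean inhibition of sample wells plus 3 SD, cut at about 27% in these data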;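 note: 0% = acetylcholine EC80 with DMSO and 100% = DMSO without agonist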
CRFBP-R2 block – antagonists of CRF-binding protein/CRF-R2 receptor complex; actives 0.59% (n = 350,000); inhibition, % at 11.8 µM; HEK293 CRF-R2/CRF-BP, CRF-induced calcium fluorescence;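 active = inhibition of the ligand-induced calcium signal above about 50% at the single tested concentration, limit read from the data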
CHRM4 agonist – agonists of human muscarinic M4 receptor (CHRM4). P08173. CHO-K1 hM4/Gqi5, Fluo-8 calcium fluorescence; vehicle 0%, full acetylcholine response 100%. activation, % at 3 µM. actives 0.14% (n = 360,000). AID 624127;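 active = activation above the run mean over all test wells plus 3 SD, cut at about 32% in these data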;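 note: peak over basal fluorescence ratio per well then scaled between controls; 0% = DMSO wells and 100% = acetylcholine at EC100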
* marks the source's active call; other numbers are inactive results; . = not tested or not shown.

mol,M5 PAM,M4 PAM,CHRM5 antagonist,CHRM1 PAM,CRFR2-BP ag,CHRM5 agonist,M4 antag,CRFBP-R2 block,CHRM4 agonist
CCOC(=O)C1=C(C)NC(=S)NC1c1ccsc1 (configuration not stated),-8,-6,2,2,1.4,-4,-1,12,2
Cc1cccc(C)c1NC(=O)C1(C)CSCC(=O)N1CCc1ccccc1 (configuration not stated),2,1,0,.,.,1,-3,.,4
COc1ccc(NC(=O)CCCc2ccc(OC)c(C)c2)cc1,-2,-2,8,-3,-0.1,-8,1,5,0
Nc1nc(Nc2ccc(Cl)cc2)c(NC=O)c(=O)[nH]1,7,0,-8,17,2.7,-2,3,-11,0
CC(NC(=O)c1ccc(Cn2cc([N+](=O)[O-])cn2)o1)c1ccccc1 (configuration not stated),-1,7,1,3,-1.3,-3,-15,1,2
O=C(NC1=NCCS1)C1CCN(S(=O)(=O)c2ccccc2C(F)(F)F)CC1,-1,13,3,-1,1.7,0,-17,19,2
C[C@@H]1CN([C@H](C)CO)C(=O)CCCn2nncc2CO[C@H]1CN(C)S(=O)(=O)c1ccc(Oc2ccccc2)cc1,-4,-5,3,-3,2.2,-1,2,-5,0
O=C(CSc1nc2[nH]ncc2c(=O)[nH]1)Nc1ccc(Cl)cc1,6,1,4,5,-0.7,0,-1,8,0
Cc1onc(-c2ccccc2Cl)c1C(=O)NC(C)c1ccccc1 (configuration not stated),-4,2,6,5,-1.3,-6,3,1,0
COc1ccc(C2=NCCn3c2c2ccc(C(F)(F)F)cc2[n+]3[O-])cc1,2,2,4,6,-1.4,3,-7,0,1
Cc1ccc(NC(=O)c2ccc3c(=O)n4c(nc3c2)CCCCC4)cc1F,-8,-2,7,-12,-1.2,-2,-4,3,12
CCc1nnc(N/N=C/c2ccc(O)c(OC)c2)n1N,12,8,-14,7,-1.1,6,-8,-2,1
CCCC(=O)OCC(=O)Nc1ccc(OC(F)F)cc1,0,15,1,-1,-1.9,-1,5,8,0
N#Cc1c(Cc2cccc3ccccc23)nn(CCO)c1N,7,25*,6,24,0.2,1,3,3,1
CS(=O)(=O)N(CC(=O)Nc1ccccc1C(=O)N1CCOCC1)c1ccc2c(c1)OCO2,2,0,-3,7,6.9,-1,-3,5,2
COc1cc(=O)n(C)c2ccccc12,0,-3,1,8,-1.7,2,-4,12,0
O=C(NC(=O)c1ccc(Cl)c(Cl)c1)OC1CCS(=O)(=O)C1 (configuration not stated),-1,-2,-1,5,-0.9,1,3,-5,2
O=C(COC(=O)Cc1ccsc1)Nc1ccc(Cl)c(S(=O)(=O)N2CCOCC2)c1,-6,-7,3,-1,0.0,6,1,5,5
O=C(NCCCl)Nc1cccc(Br)c1,2,0,5,2,0.2,-2,-5,0,2
COCCCNC(=O)CSc1nc2ccccc2c(=O)n1CCCC(=O)NCC1CCCO1 (configuration not stated),7,5,-3,6,-0.5,2,-8,18,1
O=C(Nc1ccc(-n2cc(Cl)cn2)cc1)c1ccncc1,-3,-2,9,7,0.0,1,-4,-2,1
Oc1ccc(CNc2ccc(F)cc2)c2cccnc12,-3,6,-2,11,-3.8,-1,4,27,2
CCOC(=O)c1sc(NC(=O)c2ccc(CC)s2)nc1C,-9,9,8,0,1.9,-1,-7,10,0
O=C(NCc1ccccc1)c1ccc2c(c1)S(=O)(=O)c1cc(Cl)ccc1C2=O,9,5,0,5,1.5,4,2,8,0
COc1ccc(C2CC(=O)C3=C(C2)NC(C)=C(C(=O)Nc2ccccc2C)C3c2coc3ccc(C)cc3c2=O)cc1OC (configuration not stated),-6,-5,7,-11,0.3,1,10,-2,7

mol,M5 PAM,M4 PAM,CHRM5 antagonist,CHRM1 PAM,CRFR2-BP ag,CHRM5 agonist,M4 antag,CRFBP-R2 block,CHRM4 agonist
C=CCN(C(=O)CCC(=O)Nc1cc(C)on1)C(C(=O)NC(C)(C)C)c1cccc(OC)c1OC (configuration not stated),-1,-5,3,4,-1.5,1,8,-13,0
Cc1cc(C(=O)N2CCc3ccccc3C2)on1,0,8,1,9,-2.3,1,-9,7,0
COc1ccccc1CC(=O)N1CCCc2cc(C)ccc21,-4,-9,10,0,-0.2,-14,10,14,1
O=C(N/N=C/c1ccco1)c1cc(-c2cccc(Br)c2)nc2ccccc12,-2,5,0,2,-0.2,1,-17,-3,1
NC(=O)c1ccccc1NC(=O)c1ccc2ccccc2c1,-2,-7,8,-7,0.5,1,5,0,1
CCOC(=O)c1c(S(=O)(=O)NCC(=O)Nc2cccc(F)c2)c(C)n(C)c1C,-4,6,10,18,-0.6,-5,-2,-3,1
c1cncc(C2OCC3(CO2)COC(c2cccnc2)OC3)c1 (configuration not stated),17,14,2,5,2.3,-2,-7,9,2
CN(c1ccc(OCC(=O)O)cc1)S(=O)(=O)c1ccc2ccccc2c1,-3,-8,8,-6,5.8,0,4,-15,5
Cc1ccc(S(=O)(=O)N2CCOC2CNC(=O)C(=O)NCc2ccccc2)cc1 (configuration not stated),-8,-2,18,1,-3.9,-4,3,10,2
Cc1ccc(-n2cnc3ncnc(-c4ccccc4)c32)cc1,-1,-3,-3,2,-0.5,0,4,2,2
Nc1ccccc1Sc1cc(Cl)nnc1Cl,-1,5,4,7,-0.2,-3,-5,-1,0
NC(=O)c1cc(C(=O)c2ccccc2Cl)c[nH]1,4,6,-1,15,-0.5,1,2,-23,1
CCc1ccccc1NC(=O)CCCN1C(=O)C2CC=CCC2C1=O (configuration not stated),2,7,-7,11,-2.2,-2,0,8,1
COc1ccc(-c2nc(CS(=O)CC(=O)NCCN3CCCCCC3)c(C)o2)cc1OC (configuration not stated),11,-3,-15,12,2.9,-3,-6,-10,0
CC(C)C[C@H]1CN(CCCC[C@@H]2CNC(=O)C(=O)N2CC2CCCCC2)C(=O)C(=O)N1CCC1CCCCC1,-1,10,-1,.,.,1,5,.,1
COc1ccc(NC(=O)c2ccc(COCC(F)(F)F)cc2)cc1OC,-8,2,5,7,0.7,1,2,45,2
O=[N+]([O-])c1ccc(Cl)c(S(=O)(=O)Nc2ccc(-c3ccc(N4CCOCC4)nn3)cc2)c1,-5,8,6,1,-2.4,4,0,5,1
O=C(Nc1nccs1)c1ccc(NC(=O)c2ccco2)cc1,-4,0,0,4,0.8,2,4,3,5
NC(=O)c1ccc(NC(=O)COC(=O)C2CCN(S(=O)(=O)c3cccs3)CC2)cc1,2,6,0,4,0.7,3,4,-7,1
CCOc1ccc(NC(=O)Nc2cc(C)on2)cc1,1,6,-5,9,9.7,-2,-5,-28,2
O=C(OCc1cccc2ccccc12)c1ccc2c(=O)[nH]c(CN3CCOCC3)nc2c1,-3,1,1,8,0.3,3,1,-14,5
COc1ccccc1Nc1nnc(SCC(=O)Nc2cc(C)on2)s1,4,-3,-6,3,11,-4,-6,23,0
S=c1[nH]nc(-c2cccc(Br)c2)o1,-4,3,11,1,-1.6,-8,2,24,0
CCCc1cc(C(=O)N2CCCC(N3CCN(c4ccccc4F)CC3)C2)n(C)n1 (configuration not stated),3,-5,4,6,-0.1,1,6,-1,1
CCC(=O)Nc1nc2nc(-c3ccccc3)cc(=O)n2[nH]1,-3,-13,11,-3,-0.1,-2,1,3,0

mol,M5 PAM,M4 PAM,CHRM5 antagonist,CHRM1 PAM,CRFR2-BP ag,CHRM5 agonist,M4 antag,CRFBP-R2 block,CHRM4 agonist
O=[N+]([O-])c1ccc(CN2CCN(Cc3c[nH]c4ccccc34)CC2)cc1,-2,-7,2,1,1.1,-6,3,-22,4
C=CCOc1ccc(/C=C2\SC(=Nc3cccnc3)NC2=O)cc1,-7,-6,7,-3,1.4,1,7,8,13
CCC(C)(O)c1cnc(CC(C)C)c(=O)n1O (configuration not stated),-1,2,0,1,.,3,-9,.,1
COc1cc(C(=O)Nc2nnc(S(=O)(=O)N3CCCCCC3)s2)cc(OC)c1OC,-10,-3,12,0,-1.4,-1,-3,4,4
CC(SCC(=O)NC12CC3CC(CC(C3)C1)C2)C(=O)O (configuration not stated),-2,3,-4,12,-0.6,0,-1,7,0
COc1cc(OC)cc(-c2sc3ccc(OC)cc3c2C#CCCO)c1,1,4,6,5,-0.7,-1,6,1,-1
CCN(CC)S(=O)(=O)c1cc(NC(=O)COC(=O)CCc2nc3ccccc3s2)ccc1C,-12,-8,1,-9,3.0,8,4,-8,19
COc1cccc(-c2cn(C[C@H]3CC[C@@H]([C@@H]4CC[C@H](Cn5cc(-c6cccc(OC)c6)nn5)O4)O3)nn2)c1,-10,-5,13,-4,-0.4,-1,-1,2,8
N#CC1(NC(=O)COC(=O)c2ccccc2SCC(=O)N2CCCC2)CCCCC1,0,-3,1,-1,0.1,-1,-2,19,2

Given field by field: four of the compounds above.
CC(SCC(=O)NC12CC3CC(CC(C3)C1)C2)C(=O)O (configuration not stated)
  M5 PAM: -2
  M4 PAM: 3
  CHRM5 antagonist: -4
  CHRM1 PAM: 12
  CRFR2-BP ag: -0.6
  CHRM5 agonist: 0
  M4 antag: -1
  CRFBP-R2 block: 7
  CHRM4 agonist: 0
COc1cc(OC)cc(-c2sc3ccc(OC)cc3c2C#CCCO)c1
  M5 PAM: 1
  M4 PAM: 4
  CHRM5 antagonist: 6
  CHRM1 PAM: 5
  CRFR2-BP ag: -0.7
  CHRM5 agonist: -1
  M4 antag: 6
  CRFBP-R2 block: 1
  CHRM4 agonist: -1
CCN(CC)S(=O)(=O)c1cc(NC(=O)COC(=O)CCc2nc3ccccc3s2)ccc1C
  M5 PAM: -12
  M4 PAM: -8
  CHRM5 antagonist: 1
  CHRM1 PAM: -9
  CRFR2-BP ag: 3.0
  CHRM5 agonist: 8
  M4 antag: 4
  CRFBP-R2 block: -8
  CHRM4 agonist: 19
COc1cccc(-c2cn(C[C@H]3CC[C@@H]([C@@H]4CC[C@H](Cn5cc(-c6cccc(OC)c6)nn5)O4)O3)nn2)c1
  M5 PAM: -10
  M4 PAM: -5
  CHRM5 antagonist: 13
  CHRM1 PAM: -4
  CRFR2-BP ag: -0.4
  CHRM5 agonist: -1
  M4 antag: -1
  CRFBP-R2 block: 2
  CHRM4 agonist: 8
